From PubChem
Rtt109 Vps75 = blocks Candida albicans Rtt109/Vps75 acetyltransferase activity | Q5AAJ8 | purified Rtt109/Vps75, ThioGlo CoA-SH fluorescence, 4 h | inhibition, % at 34.9 µM | actives 0.16% (n = 330,000) | AID 540336;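 active means inhibition of at least 50% in every replicate; inconclusive means best replicate reaches 50% inhibition but some replicates fall short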
Target sequence (Q5AAJ8 whole entry, looked up): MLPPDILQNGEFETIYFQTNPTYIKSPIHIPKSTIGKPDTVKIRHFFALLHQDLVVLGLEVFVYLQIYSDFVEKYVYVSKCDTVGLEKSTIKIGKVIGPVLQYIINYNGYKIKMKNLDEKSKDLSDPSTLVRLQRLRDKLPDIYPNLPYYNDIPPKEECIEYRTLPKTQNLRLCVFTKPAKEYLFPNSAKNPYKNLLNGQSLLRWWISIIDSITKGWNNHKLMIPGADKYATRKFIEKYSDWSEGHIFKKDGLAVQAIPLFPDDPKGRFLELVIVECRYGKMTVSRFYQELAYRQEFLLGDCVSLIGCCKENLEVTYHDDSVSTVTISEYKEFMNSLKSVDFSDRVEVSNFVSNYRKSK
Wnt act = Wnt/beta-catenin pathway activation; actives 1.2% (n = 300,000); Wnt/beta-catenin reporter cell assay, activator, plate reader; activation, % at 9.35 µM; in the data active means activation above about 30%, passing the limit was not always enough; inconclusive means no clear call, values can overlap the other calls;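 further: 0% = neutral control wells and 100% = positive control wells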
PvdQ acylase = P. aeruginosa PvdQ acylase inhibition; purified PvdQ acylase, fluorescence plate reader; inhibition, % at 10 µM; actives 0.063% (n = 340,000); AID 488965; in the data active means inhibition above about 30%, passing the limit was not always enough; inconclusive means no clear call, values can overlap the other calls;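 further: 0% = vehicle neutral wells and 100% = reference inhibitor wells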
AddAB inh = less growth of phage-infected E. coli with AddAB; E. coli expressing H. pylori AddAB, absorbance growth; inhibition, % at 11.9 µM; actives 0.29% (n = 330,000); in the data active means inhibition above about 12%;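 further: 0% = vehicle wells of infected cells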
Tat transport = inhibitors of E. coli Tat protein transport; E. coli MC4100 TorA-mCherry Tat export, fluorescence; actives 0.036% (n = 340,000); inhibition, % at 10 µM;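 active means mean replicate inhibition at least 50% and at least half of replicates individually reaching 50%; inconclusive means only one of the two criteria met; inactive means neither criterion met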;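 further: exported cargo escapes ClpAP degradation while cytoplasmic cargo is degraded and loses fluorescence; 0% = median of neutral control wells and 100% = median of NaSCN control wells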
DAGLB inhibitor = blocks human DAGLB lipase activity; Q8NCG7; HEK293T DAGLB membrane lysate, EnzChek fluorogenic substrate; inhibition, % at 5.17 µM; actives 0.059% (n = 340,000); AID 504411; in the data active means inhibition above about 34%;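 further: 0% = enzyme with vehicle and 100% = wells lacking enzyme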
Target sequence (Q8NCG7 whole entry, looked up): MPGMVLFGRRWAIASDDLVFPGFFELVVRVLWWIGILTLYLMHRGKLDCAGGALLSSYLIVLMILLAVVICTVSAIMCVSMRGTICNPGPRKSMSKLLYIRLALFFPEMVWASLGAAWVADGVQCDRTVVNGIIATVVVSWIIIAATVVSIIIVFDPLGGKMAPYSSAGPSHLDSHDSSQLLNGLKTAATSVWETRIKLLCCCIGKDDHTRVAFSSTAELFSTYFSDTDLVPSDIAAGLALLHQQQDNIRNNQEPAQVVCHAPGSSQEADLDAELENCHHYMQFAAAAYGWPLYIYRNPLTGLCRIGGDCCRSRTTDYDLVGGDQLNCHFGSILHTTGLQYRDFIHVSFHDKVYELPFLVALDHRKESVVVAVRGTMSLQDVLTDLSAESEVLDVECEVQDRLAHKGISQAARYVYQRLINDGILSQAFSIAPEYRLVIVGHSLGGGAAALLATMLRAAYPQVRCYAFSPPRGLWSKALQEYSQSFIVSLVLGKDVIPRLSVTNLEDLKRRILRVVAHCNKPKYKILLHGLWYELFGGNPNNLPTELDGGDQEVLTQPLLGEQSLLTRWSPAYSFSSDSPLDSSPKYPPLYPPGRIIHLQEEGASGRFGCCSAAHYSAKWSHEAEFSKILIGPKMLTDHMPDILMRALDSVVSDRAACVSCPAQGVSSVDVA
PfHsp90 set2 = growth inhibition of yeast expressing Plasmodium Hsp90. S. cerevisiae expressing PfHsp90, BacTiter-Glo ATP, 48 h; yeast lacking PDR1 and PDR3 efflux regulators. inhibition, % at 9.4 µM. actives 0.32% (n = 310,000);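 active means every replicate shows inhibition above about 80%, whatever the replicate mean, limit read from the data; inconclusive means mean inhibition reaches the set limit but some replicate falls short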;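 further: 0% = DMSO neutral controls and 100% = 20 µM radicicol positive controls; yeast relying on Plasmodium falciparum Hsp90 in place of its own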
phage Ecoli inh = E. coli growth loss with phage present; actives 0.26% (n = 360,000); growth absorbance; inhibition, % at 11.9 µM; in the data active means inhibition above about 11%
CAL PDZ FP = blocks peptide binding to human CAL PDZ domain. actives 0.02% (n = 330,000). purified CAL PDZ, TMR-peptide fluorescence polarization, 1 h. Q9HD26. inhibition, % at 20 µM. AID 504414;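 active means highest replicate inhibition of at least 40%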;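 further: plate controls were DMSO neutral control wells for no effect and unlabeled competitor peptide control wells for full effect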
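Test system: purified CerCALP PDZ construct; Compound dosing: one concentration, 20 µM compound; Also added: TMR-labelled reporter peptide T*-PRC34 bound in PDZ groove; Read-out: inhibition from polarization loss; Controls: unlabelled peptide and DMSO controls; Signal: FP readout, S and P plane fluorescence; Incubation: 1 h at RT.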
Ecoli viability = counter-screen for AddAB inhibitors: E. coli growth inhibition; E. coli V3065 growth, OD600 absorbance, 18 h; inhibition, % at 11.9 µM; actives 0.27% (n = 330,000); AID 449728;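 active means inhibition above the campaign's mean inhibition across all tested compounds plus 3 SD, cut at about 9.9% in these data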;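 further: uninfected addAB+ strain grown without phage in ampicillin broth; 0% = DMSO wells and 100% = ciprofloxacin 0.95 µg/ml wells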
An asterisk follows results filed as active; u = inconclusive; x = not tested or not shown.

smiles,Rtt109 Vps75,Wnt act,PvdQ acylase,AddAB inh,Tat transport,DAGLB inhibitor,PfHsp90 set2,phage Ecoli inh,CAL PDZ FP,Ecoli viability
CC(=O)Nc1ccc(N(C(=O)CNC(=O)c2ccco2)C(C(=O)NC2CCCC2)c2ccco2)cc1 (stereo unspecified),1,-4,-16,2.0,-1,-1,-23,0.4,-2.9,0.2
FC(F)(F)c1cc(-c2ccccc2)nc(NCc2cccnc2)n1,6,x,2,3.1,8,-3,-20,0.5,x,2.6
Cc1cc(=O)oc2cc(OCC(=O)NC3CCCCC3)ccc12,5,-1,-10,4.7,1,-2,12,-0.5,-2.2,-0.8
CC(C)NC(=O)c1ccc(N(Cc2ccc(Cl)cc2)S(C)(=O)=O)cc1,6,-1,-11,1.3,-9,3,-1,1.3,0.0,-2.1
O=C(CN1C(=O)c2ccccc2C1=O)N1CCN(c2ccccc2)CC1,-11,-3,-17,4.7,2,-2,12,-3.4,-0.8,-0.3
CC(=O)Nc1ccc(S(=O)(=O)N2CCN(CC(=O)NC3CCCC3)CC2)cc1,0,-5,-18,-0.5,-22,-2,-11,1.3,-0.8,1.1
C=CCN(Cc1ccc(OC)c(OC)c1)C(=O)N1CCOCC1,0,-1,-7,-3.2,-1,-2,-1,1.8,x,-1.4
O=C(NCc1cccs1)c1ccncc1,5,0,-15,0.7,-1,-1,x,1.6,-1.0,-0.6
Cc1cccc(OC(=O)c2cncc(Br)c2)c1,-2,-2,-21,1.5,-7,-3,14,5.2,-0.7,-1.2
O=C(Nc1cccc(C(F)(F)F)c1)c1n[nH]c(Cn2cncn2)n1,-1,-3,7,1.6,-9,1,-3,1.9,-1.0,-0.8
CCNc1nc(C)cc(COC)c1C#N,-5,x,-5,0.8,-4,1,-20,2.7,-1.2,-2.3
COc1ccc(CC(=O)Nc2cccc(S(=O)(=O)N3CCOCC3)c2)cc1OC,0,-5,-3,0.4,2,-1,11,1.3,1.2,0.5
CCc1ccc(NC(=O)CSc2nc(O)cc(=O)n2C2CCCC2)cc1,-5,0,-9,-0.8,11,5,-7,1.8,-0.9,1.0
COc1ccc(NC(=O)c2cccc(Oc3ccccc3)c2)cn1,3,9,2,2.9,-10,-5,18,0.8,-2.7,0.4
O=C(NCc1ccccc1)c1nc(S(=O)(=O)Cc2ccccc2)ncc1Cl,u,-6,-10,0.2,-7,3,-21,-1.2,-0.2,-1.8
CC(C)c1ccc(S(=O)(=O)c2nnn3c2nc(N2CCCCC2)c2ccccc23)cc1,4,x,-2,-0.2,-2,0,-17,4.6,-0.3,-2.1
CC1(c2ccccc2Cl)NC(=O)N(CC(=O)Nc2ccc(N3CCOCC3)cc2)C1=O (stereo unspecified),3,7,-12,-0.5,-7,-1,2,2.0,0.0,-0.3
COC(=O)c1ccc(NC(=O)c2ccc3nccnc3c2)cc1,3,7,-10,1.0,2,-1,10,0.9,-4.3,1.3
CCOc1ncccc1C(=O)OCC(=O)Nc1ccc(-c2nc3ccc(C)cc3s2)cc1,-3,x,-13,-1.6,3,-1,-13,3.7,-0.5,-1.0
Cc1[nH]nc2c1C(c1cccnc1)N(c1ccc(Br)cc1)C2=O (stereo unspecified),16,5,2,0.4,5,0,13,0.9,-1.1,-1.4

(listing goes on)
smiles,Rtt109 Vps75,Wnt act,PvdQ acylase,AddAB inh,Tat transport,DAGLB inhibitor,PfHsp90 set2,phage Ecoli inh,CAL PDZ FP,Ecoli viability
Cc1ccc(C2CC(c3ccco3)n3nc(N)nc3N2)cc1 (stereo unspecified),17,-2,-2,3.0,1,0,8,2.0,-0.4,0.2
CC(C)CCNC(=O)CCn1c(=S)oc2ccccc21,x,-1,-5,-1.9,-4,1,-8,3.1,-2.2,-0.3
O=c1cccc(-c2ccccc2)[nH]1,-7,-1,8,0.2,-11,2,-9,3.3,-0.3,0.0
O=C1CC(c2ccc(F)cc2)Cc2nc(N3CCN(c4ccccc4)CC3)ncc21 (stereo unspecified),-2,x,2,2.1,2,-3,4,1.6,0.1,-1.3
CCC1=C(OC(=O)N(CC)CC)N2C(=O)OC(=NCCOC)[C@]2(Cc2ccccc2)[C@H]2C1=CC[C@H]1C(=O)N(C)C(=O)[C@H]12,1,-3,-3,4.9,3,-2,x,3.3,1.9,1.5
COc1ccccc1N1CCN(C(=O)C(C)NC(=O)c2cccc([N+](=O)[O-])c2)CC1 (stereo unspecified),7,-2,-9,4.1,-3,0,10,0.2,-2.3,-0.6
COc1cccc(CN2CC(C(=O)NCCN3CCOCC3)CCC2=O)c1 (stereo unspecified),-9,-1,-16,4.0,-9,0,14,1.4,-0.1,-1.8
CCOC(=O)N1CCN(C(=O)c2ccc(-n3c(C)ccc3C)cc2)CC1,0,7,-12,4.9,-7,2,14,1.7,-0.1,-0.2
CN(CC(=O)Nc1ccc(N2CCOCC2)cc1)CC(=O)Nc1ccc([N+](=O)[O-])cc1Br,-7,-9,-11,-0.1,1,-2,10,2.8,-2.4,1.1
Nc1ccc(O)c2c(=O)cc(-c3ccccc3Cl)oc12,-4,54*,-2,4.1,-11,7,x,1.8,-1.1,-0.9
Cn1nnnc1SCC1=C(C(=O)O)N2C(=O)C(NC(=O)C3CC3c3ccccc3)C2SC1 (stereo unspecified),7,0,-10,1.2,-22,0,6,3.6,-0.1,1.4
Cc1ccc(CNC(=O)C2CCC(=O)N(C3CCCC3)C2)c(F)c1F (stereo unspecified),1,-1,-7,0.6,-3,1,-14,0.7,-0.3,-3.0
CCOC(=O)c1c(-c2cccs2)csc1NC(=O)c1ccco1,-5,2,-5,0.2,-22,-2,0,3.6,0.7,-2.4
COc1cc(C)ccc1OCCOCCOc1c(C)cc(C)cc1Br,-10,-1,-10,0.7,10,-24,-4,0.7,0.8,-2.8
Cc1ccc(S(=O)(=O)N(C)C)cc1NC(=O)Nc1ccccc1,4,-1,-14,1.1,-3,-2,6,4.2,-1.0,-1.1
CCOc1ccc(NC(=O)N2CCC(C(N)=O)(N3CCCCC3)CC2)cc1,13,-1,6,-1.2,-10,0,11,2.2,-0.7,-3.1
COc1ccc(Oc2ncnc3sccc23)cc1,5,9,6,1.7,4,-2,8,1.0,-0.3,3.1
COc1ccccc1N1CCN(C(=O)CN(C2CCCCC2)S(C)(=O)=O)CC1,-6,0,-10,0.5,-1,2,x,-1.1,-0.7,1.8
CCCC1=Nc2cc(C(=O)NCCCOC(C)C)ccc2Sc2ccccc21,2,-21,-6,4.8,2,-1,-21,1.2,-1.0,-2.2
Cc1ccc(S(=O)(=O)N2CCN(CN3C(=O)CC4(CCCC4)C3=O)CC2)cc1,-4,1,-14,x,9,0,x,4.0,-0.3,x

Going on with the list:
smiles,Rtt109 Vps75,Wnt act,PvdQ acylase,AddAB inh,Tat transport,DAGLB inhibitor,PfHsp90 set2,phage Ecoli inh,CAL PDZ FP,Ecoli viability
CCS(=O)(=O)N1Cc2ccccc2CC1C(=O)NCc1cccc(OC)c1 (stereo unspecified),-1,-2,-12,x,-2,-2,4,2.0,-2.0,x
COc1ccc(OC)c(C2NC(=O)c3sc(=S)n(-c4ccccc4)c3N2)c1 (stereo unspecified),4,-4,-8,4.0,0,0,-19,4.0,-1.4,1.0
CCN(CCNC(=O)c1ccc2nc(-c3ccccc3NC(C)=O)c(=O)[nH]c2c1)c1ccccc1,16,3,-10,2.3,-7,1,5,0.1,-0.4,-2.4
NS(=O)(=O)c1ccc(NC(=S)Nc2ccn(Cc3cccc4ccccc34)n2)cc1,12,-28,14,1.6,-9,0,-32,3.7,-3.2,5.6
Cc1cc(C)nc(SCC(=O)Nc2ccc(S(=O)(=O)N3CCCCC3)cc2)n1,9,-1,1,4.3,-5,-3,-1,4.5,-1.4,0.8
Cc1nn(-c2ccccc2)c(C)c1/C=N/O,1,x,9,0.2,-13,-2,17,0.0,-0.2,0.2
N#Cc1ccc(Sc2ccccn2)c([N+](=O)[O-])c1,-13,0,1,1.0,0,-1,-6,2.3,0.4,0.2
Cc1c(NC(=O)C2Cc3ccccc3CN2C(=O)c2ccco2)c(=O)n(-c2ccccc2)n1C (stereo unspecified),-4,x,-14,1.2,-1,-4,33,3.1,-2.2,-0.3
COc1cc(OC)cc(C(=O)NC2CCCN(Cc3ccc(Cl)cc3)C2)c1 (stereo unspecified),-1,-2,-3,3.8,0,-1,-22,0.1,-0.7,-3.6
COC(=O)CCCCNC(=O)Nc1ccccc1,7,-1,3,1.9,-4,-2,-14,0.5,0.9,-2.5
CCc1ccc(-c2ccc(C(=O)O)cc2)nc1,-4,26,-2,0.9,-10,-1,15,1.4,0.7,0.7
O=C(NCCC1=CCCCC1)C1CCCN(S(=O)(=O)c2cccc3cccnc23)C1 (stereo unspecified),4,-1,-5,2.7,8,11,14,2.4,1.1,0.7
Cc1cn([C@@H](CCCCNC(=O)OC(C)(C)C)C(=O)NCCCCCCCCCCC(=O)N2CCN(C(=O)OC(C)(C)C)CC2)nn1,9,x,-8,-2.0,29,3,12,x,0.2,1.6
Cc1onc(-c2ccccc2)c1C(=O)OCC(=O)N1CCN(c2ccccc2)CC1,7,x,-1,-1.9,-8,-2,8,-0.2,-3.4,-1.1
Nc1nonc1-c1noc(-c2ccccc2)n1,1,x,3,3.5,7,-1,-2,2.8,-0.3,5.4
CC(C)N(Cc1nccn1C)C(=O)c1ccc(OC2CCN(C(=O)C3CC3)CC2)cc1,-13,-2,-5,0.0,-2,-2,-25,-0.5,-0.6,1.5
CC(=O)Nc1ccc(/C(C)=N/Nc2nc(Nc3ccccc3)nc(N3CCOCC3)n2)cc1,-1,2,-10,1.6,-3,0,-36,0.8,0.0,0.9
COc1cc(OC)c(/C=N/NC(N)=S)cc1Br,-9,-2,-4,2.5,-13,2,2,2.8,-0.4,-0.3
O=C(/C=C/c1cccc2ccccc12)N1CCOCC1,0,37*,-8,-3.1,3,-3,-21,1.7,-0.7,-2.8
O=C(Nc1ccc(Cl)cc1)c1nc[nH]c1C(=O)NCCCCNC(=O)c1[nH]cnc1C(=O)Nc1ccc(Cl)cc1,-8,1,-17,1.9,-10,-1,-8,1.1,-0.3,-0.4

3 of the entries above in order of the Wnt act value, lowest first:
Compound,Wnt act
Cc1cccc(OC(=O)c2cncc(Br)c2)c1,-2
COc1ccccc1N1CCN(C(=O)CN(C2CCCCC2)S(C)(=O)=O)CC1,0
COC(=O)c1ccc(NC(=O)c2ccc3nccnc3c2)cc1,7

Other structures.
smiles,Rtt109 Vps75,Wnt act,PvdQ acylase,AddAB inh,Tat transport,DAGLB inhibitor,PfHsp90 set2,phage Ecoli inh,CAL PDZ FP,Ecoli viability
CCOC(=O)Cn1nc(C)n(-c2cccc(Cl)c2)c1=O,5,-1,16,1.2,1,-2,-16,2.6,0.9,-0.4
CC1CN(C(=O)Cn2cnc3c2c(=O)n(C)c(=O)n3C)CC(C)O1 (stereo unspecified),-5,x,-16,1.3,12,-3,7,1.0,-1.8,1.7
N#CC1(Nc2ccc3ccccc3c2)CCCC1,-5,17,0,x,-1,3,-2,0.5,-0.3,x
C=CCc1cc(Cl)ccc1OCCN1CC(C)OC(C)C1 (stereo unspecified),-1,-2,-13,0.4,8,-4,x,-1.1,-0.3,-1.0
Oc1ccc(Cl)cc1C1=Nc2ccccc2N=C(c2ccco2)C1,0,5,-15,3.3,-5,-1,6,2.2,-2.1,-1.1
